Bioassay records as filed in PubChem BioAssay.
OXTR potentiator: potentiates the human oxytocin receptor response; activation, % at 3 µM; CHO-OTR cells, Fluo-8 calcium fluorescence, potentiator mode; 0% = oxytocin EC15, 100% = EC100; P30559; AID 2445; hit rate 0.061% among 320,000;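 active = activation above that plate's cutoff, the mean activation of tested compounds plus 3 SD, cut at about 6.6% in these data, passing the limit was not always enough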;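 also: 100% uses oxytocin at 75 nM as the full agonist control; some results filed as inactive read as strong as hits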
Target sequence (P30559 whole entry, looked up): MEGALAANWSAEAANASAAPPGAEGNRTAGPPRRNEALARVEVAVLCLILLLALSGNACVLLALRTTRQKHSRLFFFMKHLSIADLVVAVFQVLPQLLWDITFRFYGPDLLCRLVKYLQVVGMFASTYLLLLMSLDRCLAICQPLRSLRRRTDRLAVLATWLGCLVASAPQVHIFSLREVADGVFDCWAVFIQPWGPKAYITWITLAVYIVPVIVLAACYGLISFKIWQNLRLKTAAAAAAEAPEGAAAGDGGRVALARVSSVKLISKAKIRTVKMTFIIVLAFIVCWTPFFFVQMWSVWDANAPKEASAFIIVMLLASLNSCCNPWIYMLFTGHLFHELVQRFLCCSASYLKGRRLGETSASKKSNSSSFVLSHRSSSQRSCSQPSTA
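Dosing: Single dose, 3.0 µM nominal final compound concentration | Material: Human OTR in CHO cells | Technique: Kinetic Fluo-8 calcium fluorescence | Benchmarks: EC15 oxytocin alone as 0%, 75 nM oxytocin as 100% | Probe or stimulus: Oxytocin at about EC15, sub-maximal agonist stimulus | Incubation: Compound 6 min at room temperature before oxytocin, 100 s read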
TAAR1 ag: agonists of human TAAR1; CHO RD-HGA16 TAAR1, Fluo-8 calcium fluorescence; vehicle wells 0%, saturating PEA agonist 100%; activation, % at 3 µM; hit rate 0.99% among 360,000;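 active = activation above the mean activation of all test compounds in the run plus 3 SD, cut at about 38% in these data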
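Assay system – CHO-derived RD-HGA16 cells with stable Gα16 and human TAAR1 · Compound dosing – one-point dosing at 3 µM (nominal) · Incubation – 17-24 h seeding, 75 min 37 °C dye, 30 min RT · Measured by – kinetic Fluo-8 calcium fluorescence · Control set – DMSO vehicle as 0%, PEA at EC100 as 100% · Repeats – single well for each compound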
CHRM1 PAM: human CHRM1 positive allosteric modulation; activation, % at 3 µM; hit rate 0.088% among 360,000; P11229; AID 588819; CHO-K1 hM1, Fluo-8 calcium fluorescence, ACh EC20; 0% = ACh EC20, 100% = maximal ACh; in the data active = activation above about 19%, passing the limit was not always enough
CHO parental Ca: counter-screen for OX1R antagonists: effect in parental CHO cells; AID 463079; inhibition, % at 5.6 µM; parental CHO-K1, ATP-induced calcium, Fluo-8 fluorescence; hit rate 0.63% among 330,000;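 active = inhibition above that plate's mean sample inhibition plus 3 SD, cut at about 26% in these data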;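 also: 0% = ATP-challenged DMSO wells and 100% = DMSO wells without ATP; some compounds past the cut are filed as inactive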
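Test system: parental CHO cells; detection: calcium-sensitive Fluo-8 fluorescence; evaluation: percent inhibition of calcium signal; also added: ATP as calcium-mobilizing challenge; repeats: one well per compound; control set: ATP-challenged DMSO wells low, unchallenged DMSO wells high; compound: single nominal dose of 5.6 µM per compound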
TAAR1 antagonist: human TAAR1 antagonism; Q96RJ0; CHO RD-HGA16 TAAR1, Fluo-8 calcium fluorescence, antagonist; inhibition, % at 3 µM; hit rate 1.5% among 360,000; AID 624466;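 active = inhibition above a per-plate cutoff, the mean inhibition of test compounds on that plate plus 3 SD, cut at about 49% in these data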;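 also: 0% = DMSO plus EC80 beta-PEA response and 100% = DMSO alone without agonist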
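Material: RD-HGA16 CHO cells with stable hTAAR1 and Gα16; Dosing: single nominal final test compound concentration of 3 µM; Schedule: seeding 17-24 h prior, 75-min 37 °C, 30-min RT dye loading; Detection: kinetic Fluo-8 calcium fluorescence measurement; Measure: % inhibition from peak post-agonist over basal fluorescence ratio; Benchmarks: vehicle and agonist controls.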
V1R ag counter: activates human V1a receptor in oxytocin agonist counter-screen | hit rate 0.25% among 320,000 | P37288 | AID 2797 | CHO-V1R cells, Fluo-8 calcium fluorescence, agonist mode; 0% DMSO, 100% 3 nM vasopressin | activation, % at 3 µM;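 active = activation above the mean activation of all tested compounds plus 3 SD, per screening run, cut at about 20% in these data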;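 also: signal is peak over basal fluorescence ratio across a 100 second FLIPR read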
Target sequence (P37288 whole entry, looked up): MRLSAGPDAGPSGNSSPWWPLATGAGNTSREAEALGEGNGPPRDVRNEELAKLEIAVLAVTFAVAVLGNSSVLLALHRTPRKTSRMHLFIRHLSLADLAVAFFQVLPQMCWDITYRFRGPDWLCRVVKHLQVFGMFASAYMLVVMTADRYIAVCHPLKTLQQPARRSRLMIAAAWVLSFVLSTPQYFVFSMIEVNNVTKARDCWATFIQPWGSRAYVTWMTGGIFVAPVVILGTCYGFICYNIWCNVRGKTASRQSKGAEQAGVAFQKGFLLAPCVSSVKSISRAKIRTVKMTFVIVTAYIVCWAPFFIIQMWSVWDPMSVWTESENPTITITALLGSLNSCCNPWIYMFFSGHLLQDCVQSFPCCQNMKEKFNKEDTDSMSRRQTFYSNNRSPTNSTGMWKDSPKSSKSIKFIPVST
M1 antag: antagonists of human M1 muscarinic receptor. CHO-K1 hM1, Fluo-8 calcium fluorescence, ACh EC80 antagonist. inhibition, % at 3 µM. hit rate 1.3% among 360,000. AID 588852;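 active = percent inhibition above its own plate's cutoff, namely the mean of that plate's compound wells plus 3 SD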;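 also: peak over basal fluorescence ratio during 140 s after agonist addition; 0% = ACh EC80 plus DMSO and 100% = DMSO alone without agonist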
OXTR agonist: activates the human oxytocin receptor. activation, % at 3 µM. hit rate 0.32% among 320,000. P30559. CHO-OTR cells, Fluo-8 calcium fluorescence; normalized: DMSO 0%, oxytocin 100%;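 active = activation above the mean of all tested compounds plus 3 SD, cutoff set per screening run, cut at about 20% in these data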;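 also: peak over basal fluorescence ratio from a 100 s FLIPR kinetic read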
M1 ag: human M1 muscarinic receptor agonism; P11229; CHO-K1 hM1, Fluo-8 calcium fluorescence, agonist mode; 0% DMSO, 100% acetylcholine EC100; activation, % at 3 µM; hit rate 0.33% among 360,000; AID 588814;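 active = activation above the run's mean compound activation plus 3 SD, cut at about 16% in these data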;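 also: peak over basal fluorescence ratio within a 140 s kinetic read after compound addition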
An asterisk follows results filed as active; x = no result given.

SMILES | OXTR potentiator | TAAR1 ag | CHRM1 PAM | CHO parental Ca | TAAR1 antagonist | V1R ag counter | M1 antag | OXTR agonist | M1 ag
Cc1noc(C)c1CCC(=O)N1CCCC(CCC(=O)NCc2ccc(F)c(F)c2)C1 (stereo not drawn) | 3 | 1 | 11 | -11 | 2 | 0.3 | -8 | -1.9 | -8
Cc1ccc(NC(=O)c2ccc(OC(F)F)cc2)cc1S(=O)(=O)N(C)C | -15 | 11 | -8 | -3 | 23 | 6.7 | 8 | 6.2 | -6
O=C(Nc1nc2c(s1)CN(Cc1ccccc1)CC2)c1cccc(S(=O)(=O)N2CCc3ccccc32)c1 | -13 | 38* | 4 | -10 | 21 | 4.0 | 4 | 1.3 | 1
Cc1ccc(/C=C/C(=O)NCc2cccs2)o1 | -18 | 7 | 4 | -16 | -20 | -1.2 | 4 | -1.6 | -2
CC1=CS/C(=C(/C#N)C(=O)N2CCOCC2)N1c1ccccc1 | -5 | -1 | 13 | 7 | -16 | 0.0 | -12 | 1.8 | -3
O=S(=O)(c1ccc(Sc2nnc3ccccn23)nc1)N1CCOCC1 | -8 | 0 | 13 | -7 | 15 | 0.8 | -11 | 1.3 | -2
CCSc1ccc([C@@H]2[C@@H]3C(=O)N(CC)C(=O)[C@@H]3[C@]3(C(=O)OC)CCCCN23)cc1OC | -15 | 1 | 9 | -31 | 10 | -0.9 | 0 | -1.8 | 0
CN(Cc1ccccc1)C(=O)[C@H]1CCC(=O)N1Cc1ccco1 | x | 15 | 7 | x | -20 | x | -21 | x | -2
Cc1cccc(NC(=O)Cn2c(C)c(C#N)c3ccccc32)c1C | -4 | 2 | 6 | -6 | -2 | 0.7 | 2 | 1.3 | 0
O=C1C=C(c2cccc3c2oc2ccccc23)CCC1 | 5 | 13 | -4 | -25 | 2 | -1.3 | 1 | -1.9 | -9
NS(=O)(=O)c1ccc(Nc2ccc([N+](=O)[O-])c3nonc23)cc1 | -2 | 2 | 6 | 4 | -13 | 7.0 | -10 | 3.2 | 0
O=C1/C(=C/c2ccc3c(c2)OCO3)Oc2cc(OCC(=O)N3CCC[C@H]3C(=O)O)ccc21 | -1 | x | -5 | -7 | x | -0.1 | 2 | -0.3 | 3
COc1ccc(CCNC(=S)Nc2cc(C)cc(C)c2)cc1 | -3 | 3 | 3 | -19 | 5 | -0.3 | -37 | -0.6 | -5
O=C(CN1C(=O)CSc2ccc(S(=O)(=O)N3CCOCC3)cc21)NCc1cccnc1 | -2 | 2 | 9 | -19 | 10 | 0.9 | 2 | 0.6 | -7
O=C(Nc1ccncc1)C1CCN(S(=O)(=O)c2ccccc2)CC1 | -3 | 3 | 4 | -4 | -12 | 2.2 | -4 | 2.2 | -2
CC1(C)CC(=O)C(C(=O)c2ccccc2)C(=O)C1Cl (stereo not drawn) | -1 | 1 | 6 | -11 | 3 | 2.2 | -8 | 0.9 | 0
COc1ccc(Cl)cc1C(=O)NCC(c1ccco1)N1CCCC1 (stereo not drawn) | -2 | 2 | -12 | -8 | 4 | -0.3 | 14 | 0.7 | -5
O=C(NCc1ccccc1)c1ccc(Cl)cc1[N+](=O)[O-] | -10 | 6 | 6 | -7 | -6 | -0.8 | -11 | -0.8 | -3
c1cncc(-c2noc(-c3ccc4ccccc4c3)n2)c1 | -10 | 4 | -3 | 6 | -12 | 0.7 | 5 | -0.1 | -2
O=C(CN1CCN(S(=O)(=O)c2cc(Cl)ccc2Cl)CC1)Nc1ccc2c(c1)OCCO2 | -12 | 6 | -3 | -12 | -4 | 2.0 | 4 | 1.1 | -4
Cc1ccc(NC(=S)N(CCCN2CCCC2)Cc2cccn2Cc2ccc(Cl)cc2)cc1Cl | -4 | 11 | 4 | -16 | -39 | -1.0 | -2 | -0.5 | -7
O=S(=O)(NCCSc1ccccn1)c1ccc(Cl)cc1 | -2 | 1 | -4 | -5 | -14 | 0.2 | 2 | -1.1 | -2
O=C(CN1CCN(Cc2cccc3ccccc23)CC1)NCCc1ccccc1 | -14 | 15 | 3 | -18 | -20 | 3.5 | -8 | 9.7 | -9
COC(=O)CN1C(C)=Nc2ccc(C)cc2C1c1ccccc1 (stereo not drawn) | 5 | 6 | 7 | -5 | -2 | 0.5 | -4 | 1.3 | -6
N#C/C(=C\c1ccc(N2CCCCC2)o1)C(N)=O | -2 | 23 | 5 | -4 | 13 | 7.1 | -7 | 3.3 | -3
COc1cc(C2C(C#N)=C(N)N(N(C)C)C3=C2C(=O)CC(C)(C)C3)ccc1O (stereo not drawn) | -4 | 5 | -2 | -10 | -8 | 0.9 | 6 | -0.2 | -4
CCCc1c(C(=O)Nc2cc(C)on2)cnn1-c1ccccc1 | -3 | 6 | 10 | -31 | -35 | 0.8 | -15 | -1.9 | 0
COc1cc(OC)cc(-c2c(-c3cccs3)c3cc(-c4ccc5c(c4)OCCO5)ccc3n2C)c1 | -5 | 2 | 0 | -7 | -12 | 1.1 | 7 | 0.8 | 5
COc1ccc(-c2cn3ccc(C)cc3n2)cc1 | -4 | 0 | 15 | -10 | -10 | -0.5 | -4 | -0.6 | -2
O=C(c1ccccc1C(=O)N(c1ccccc1)c1ccccc1)N1CCCCC1 | 1 | 0 | 7 | -14 | -16 | -0.6 | -17 | -2.1 | -7
CNC(=O)C12CC3CC(C1)CC(c1ccc(C)cc1)(C3)C2 | -7 | 0 | 12 | -15 | -12 | -0.3 | -9 | -0.7 | -4
CCN(CC)CCCNC(=O)c1nn(-c2ccc(OC)cc2OC)c(=O)c2ccccc12 | 4 | 1 | -2 | -9 | -2 | 0.5 | -1 | 1.4 | -5
OCC1CCCCN1C(=S)NCc1ccco1 (stereo not drawn) | -3 | 2 | 6 | -1 | -13 | 0.3 | 2 | 0.3 | -14
CC(C)OC(=O)CSc1nnc(-c2cccnc2)n1Cc1ccccc1 | -2 | 3 | 14 | -5 | 9 | -0.2 | -5 | 0.1 | -1
O=C(NC(=S)Nc1ccc(Cl)cn1)C(c1ccccc1)c1ccccc1 | -7 | 10 | -3 | -8 | -5 | 0.6 | 0 | -0.2 | -5
COc1cc(C2N(c3cc(C)on3)C(=O)C3CCCN32)cc(OC)c1OC (stereo not drawn) | -2 | 7 | 7 | -11 | 2 | 1.2 | -4 | 0.2 | -2
O=C(NCc1cccc(Cl)c1)C1CCCO1 (stereo not drawn) | -1 | 5 | 9 | -5 | -18 | 0.4 | -9 | 0.8 | -5
C[C@H]1CCC(=O)N(CCSc2ccc(Br)cc2)CC1 | -8 | 12 | -8 | -10 | 20 | 1.4 | 8 | 4.7 | -8
Cc1ccc(C2(C)NC(=O)N(CC(=O)NC(C)c3ccccc3)C2=O)cc1 (stereo not drawn) | 3 | 3 | 8 | -3 | -6 | 0.8 | -5 | -0.1 | -3
OC[C@@H]1CN(Cc2ccc(-c3ccccc3)cc2)C[C@H](n2cnc3c(N4CCOCC4)ncnc32)O1 | x | 11 | -4 | x | 4 | x | 0 | x | 3
COc1cc(OC)c(OC)cc1/C=N/NC(=O)CC1C(=O)NN=C1C (stereo not drawn) | -2 | 14 | 7 | 2 | -6 | 1.9 | -10 | 0.5 | -2
COc1cccc(/C=C/C(=O)OCC(=O)Nc2nnc(-c3ccccc3)o2)c1 | -1 | x | 6 | -12 | x | -0.2 | -6 | -1.6 | -1
CCN1C(=O)C(CC(=O)Nc2ccc(OC)cc2)N(CCc2ccc(OC)cc2)C1=S (stereo not drawn) | -14 | 28 | -11 | -24 | 51* | 4.5 | 8 | 4.3 | -4
C=CCn1c(N)cc(=O)nc1SCC(=O)Nc1ccc(C)cc1 | -3 | 0 | 6 | -23 | 0 | -0.1 | 0 | 0.2 | -5
Cc1ccc(N2C(=O)c3ccccc3C2(O)c2ncc[nH]2)cc1 (stereo not drawn) | -8 | 1 | 9 | 1 | -7 | 0.7 | -8 | 0.0 | 2
Cc1ccc(Nc2nnns2)cc1C | -15 | 8 | 1 | -12 | 7 | 0.7 | -4 | -0.7 | -1
COc1ccccc1-n1c(N)c(C(N)=O)sc1=S | -17 | 3 | 12 | -7 | -13 | 1.3 | -6 | 1.3 | 0
Cn1c(C(=O)c2ccncc2)cc2ccccc21 | -4 | -1 | 8 | -2 | 4 | -0.4 | -11 | -1.9 | -5
